Pin1 inh: human Pin1 inhibition; Pin1 FP peptide displacement, HiFluor488, 10 min; Potency, µM (titrated, usually from 115 µM), inactives show at the highest dose activity, negative = inhibition, hits mostly inhibitors; actives 0.009% (n = 390,000); active = well fitted inhibition curve with a large enough effect in the polarisation, with a control signal flat, not every such curve was filed as active; inconclusive = small, poorly fitted or top-dose-only effect, or effect the other way, or a change in a side signal; inactive = no such curve, though single readings can be large or run the other way; the % refers to the polarisation; note: % is set by controls: 0 for no effect and ±100 for the full control effect
RGS4 inh: human RGS4 inhibition; actives 0.039% (n = 390,000); Potency, µM (doses to about 114 µM), for inactives: top-dose activity change, negative = inhibition, actives largely listed as inhibitors; AID 504845; P49798; Transcreener GDP fluorescence polarization, RGS4-accelerated GTP hydrolysis; note: % is set by controls: 0 for no effect and ±100 for the full control effect; nearly all actives have a fitted effect of over 75% in size; some results filed as inactive show a strong effect at the top dose
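MLSMR compounds (23 nl, pin-transferred) preincubated 10 min at room temperature with a 500nM (2x) first reagent, then RGS4 at 900nM (2x) plus Transcreener GDP mix added; fluorescence polarization (620/688 nm) read before and after 90 min at 30 °C.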
JMJD2A Tudor: inhibitors of human JMJD2A Tudor domain | Potency, µM (doses to about 114 µM), without a hit: at the top dose activity change, negative = inhibition, most hits filed as inhibitors | AID 504339 | actives 4.4% (n = 390,000) | O75164 | AlphaScreen JMJD2A-Tudor / H3K4me3 peptide binding; note: % is set by controls: 0 for no effect and ±100 for the full control effect; nearly all actives have a fitted effect of over 50% in size
Target sequence (O75164 whole entry, looked up, the tested form may be a part): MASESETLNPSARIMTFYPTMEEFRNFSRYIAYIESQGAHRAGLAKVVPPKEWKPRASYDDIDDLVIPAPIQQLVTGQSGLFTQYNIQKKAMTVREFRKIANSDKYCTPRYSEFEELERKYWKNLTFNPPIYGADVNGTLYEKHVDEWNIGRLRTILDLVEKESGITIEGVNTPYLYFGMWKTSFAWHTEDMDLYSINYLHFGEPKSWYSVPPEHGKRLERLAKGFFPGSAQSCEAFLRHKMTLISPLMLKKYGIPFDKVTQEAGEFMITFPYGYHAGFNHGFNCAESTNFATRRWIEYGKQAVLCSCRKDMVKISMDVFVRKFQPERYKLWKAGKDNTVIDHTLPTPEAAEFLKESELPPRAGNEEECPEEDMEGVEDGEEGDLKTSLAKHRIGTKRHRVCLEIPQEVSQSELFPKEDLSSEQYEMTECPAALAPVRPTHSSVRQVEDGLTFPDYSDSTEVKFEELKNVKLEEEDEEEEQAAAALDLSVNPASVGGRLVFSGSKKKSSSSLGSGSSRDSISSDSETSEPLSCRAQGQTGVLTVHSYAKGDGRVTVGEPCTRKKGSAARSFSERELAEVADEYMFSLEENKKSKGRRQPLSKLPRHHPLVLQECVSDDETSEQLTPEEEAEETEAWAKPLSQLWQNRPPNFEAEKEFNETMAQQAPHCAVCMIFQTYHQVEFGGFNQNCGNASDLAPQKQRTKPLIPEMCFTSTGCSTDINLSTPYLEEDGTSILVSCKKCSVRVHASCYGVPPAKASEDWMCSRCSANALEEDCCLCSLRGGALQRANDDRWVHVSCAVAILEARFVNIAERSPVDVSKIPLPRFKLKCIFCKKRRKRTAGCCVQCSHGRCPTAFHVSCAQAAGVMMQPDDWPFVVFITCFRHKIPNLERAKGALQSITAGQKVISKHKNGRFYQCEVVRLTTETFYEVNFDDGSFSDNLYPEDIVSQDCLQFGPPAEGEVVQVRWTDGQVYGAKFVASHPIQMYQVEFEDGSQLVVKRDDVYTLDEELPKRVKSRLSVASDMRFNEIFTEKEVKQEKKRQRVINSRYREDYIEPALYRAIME
12-LOX inh: inhibitors of human 12S-lipoxygenase ALOX12; P18054; purified 12hLO, xylenol orange hydroperoxide absorbance; Potency, µM (titrated, usually from 108 µM), for the others: at the top dose activity change, negative = inhibition, most hits filed as inhibitors; actives 1.1% (n = 580,000); note: % is set by controls: 0 for no effect and ±100 for the full control effect
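Hydroperoxide product was detected by ferrous iron/xylenol orange as the 573 to 405 nm absorbance ratio. Arachidonic acid at 40 uM (final) was turned over for 30 min at room temperature by 150 nM human 12hLO, pH 7.0 Hepes buffer, after 15 min compound preincubation.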
GLS inhibitor: glutaminase GLS (human) inhibition; AID 624170; actives 0.21% (n = 410,000); GLS enzymatic activity, qHTS titration; Potency, µM (titrated, usually from 45.5 µM), without a hit: at the top dose activity change, negative = inhibition, actives largely listed as inhibitors; O94925; note: % is set by controls: 0 for no effect and ±100 for the full control effect
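Glutamate formation by hKGA was monitored fluorometrically using coupled glutamate oxidase, HRP and Amplex Red. Substrate was added as 1 mM L-glutamine solution; incubation was 30 min at RT after an initial read.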
Tb PGK inh: blocks T. brucei phosphoglycerate kinase; actives 0.043% (n = 380,000); Potency, µM (series often up to 57.5 µM), inactives show at the top dose activity change, negative = inhibition, most hits filed as inhibitors; PGK/GAPDH coupled, Kinase-Glo luminescence, 60 min; AID 602233; note: % is set by controls: 0 for no effect and ±100 for the full control effect; nearly all actives have a fitted effect of over 60% in size
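Recombinant glycosomal PGK reaction used 1,3-bisphosphoglycerate generated in-well by GAPDH (100nM final) in 100mM TEA pH 7.6, 5mM MgCl2, 0.01% Tween-20. After 60 minutes at room temperature, ATP was read by Kinase-Glo Plus luminescence end-point.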
ERG Ets-DNA blk: inhibitors of human ERG Ets domain-DNA interaction; fluorescence polarization, His-ERG Ets domain / labelled DNA; Potency, µM (series often up to 76.9 µM), inactives show at the highest dose FP activity, negative = inhibition, usual class: inhibitors; actives 0.028% (n = 370,000); AID 624246; active = well fitted inhibition curve with a large enough effect in the polarisation, with a control signal flat; inconclusive = small, poorly fitted or top-dose-only effect, or effect the other way, or a change in a side signal; inactive = no such curve, though single readings can be large or run the other way; the % refers to the polarisation;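 note: polarization taken with two DNA probes labelled with fluorescein and Texas red; % of control where 0% means no effect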
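His-tagged ERG Ets domain (1 uM in the protein solution; 300mM KCl, 50mM Tris-HCl, 1mM EDTA, 1mM DTT, pH 7.5) received compound, then a probe mix of 5 nM fluorescein-DNA and 100nM Texas-615-DNA. Fluorescence polarization was read for both dyes.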
TrxR1 inh: inhibitors of rat thioredoxin reductase 1; actives 1% (n = 390,000); Potency, µM (series often up to 114 µM), inactives show at the top dose activity change, negative = inhibition, actives largely listed as inhibitors; recombinant rTrxR1, NADPH fluorescence consumption, selenite substrate; note: % is set by controls: 0 for no effect and ±100 for the full control effect; nearly all actives have a fitted effect of over 65% in size
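Rat TrxR1 (90 nM in the dispensed reagent) was pre-reduced with 400 uM NADPH for 5 min at room temperature, then incubated with compound for 15 min. After 400 uM selenite was added, NADPH fluorescence (Ex 340/Em 450 nm) was followed for 8 min.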
HP1b binding inh: HP1-beta chromodomain-methylated histone interaction inhibition; P83916; Potency, µM (titrated, usually from 114 µM), for the others: top-dose activity change, negative = inhibition, actives largely listed as inhibitors; AlphaScreen HP1-beta / biotin-H3K9me3 peptide binding; actives 0.56% (n = 390,000); AID 540317; note: nearly all actives have a fitted effect of over 70% in size; inactives centre near 23
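Compound inhibition of the preformed complex between 50 nM HP1-beta and 50 nM biotinylated H3K9me3 peptide was read by AlphaScreen. Buffer was PBS pH 7.4 with 0.01% Tween-20. Incubations ran 30 min at room temperature, with 10 ug/mL donor/acceptor beads.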
Active calls of the source: *; i = inactive; ? = inconclusive; . = not tested or not shown; [ ] = remark or other dose. Unless noted, calls come from the whole dose curve; as a rule, active = well fitted curve in the direction sought with a large enough effect; inconclusive = small, poorly fitted or top-dose-only effect, or another doubt; inactive = no such curve, though single readings can be large; an effect the other way counts as inactive or inconclusive. Potency is the fitted concentration of half-maximal effect. Only part of the results is shown. The share of hits here may be higher or lower than overall.

ERG Ets-DNA blk | HP1b binding inh | GLS inhibitor | RGS4 inh | JMJD2A Tudor | 12-LOX inh | Tb PGK inh | Pin1 inh | TrxR1 inh | Compound
-18% | 23% | 9% | 2% | -30% | ? | -1% | ? | 0% | CC1(C)CC(=O)C2=C(C1)OC(N)=C(C#N)C2c1cn(-c2ccccc2)nc1-c1ccc(F)cc1 (configuration not stated)
-10% | 23% | -11% | -14% | -8% | -19% | -3% | -5% | 25%[57.1 µM] | CCOc1ccc(C(C)NC(=O)Cc2ccccc2F)cc1OCC (configuration not stated)
-1% | 8% | 25% | -13% | -26% | ? | -9% | -16% | 14% | Cc1ccc(C2c3[nH]c4ccccc4c3C[C@H]3C(=O)N(c4ccccc4C(=O)N4CCC[C@@H]4C(=O)O)C(=O)N23)cc1 (some centres not stated)
-6% | 37% | 7% | 7% | -14% | -2% | 6% | -2% | -20% | Cc1cc(C)n(CCNC(=O)c2cc(COc3ccc4ncccc4c3)on2)n1
7% | 33%[activator] | 0% | 9% | -7% | -15% | -8% | -2% | 10% | COc1ccc2nc(C)cc(N3CCOCC3)c2c1
106%[activator] | 9%[57 µM] | 21% | -22% | 0% | -20% | i | -2% | -9% | COC(=O)C1=C(O)/C(=C/c2cccc(OC)c2O)N=C1C
-2% | 9% | 4% | 6% | -7% | 18% | 4% | -2% | 4% | O=C(NCCc1ccc(Cl)cc1)C1CCN(C(=O)c2ccc(F)cc2)CC1
-10% | 22% | 4% | -3% | -10% | -9% | -3% | -2% | ? | CCCN1CCN(CCCNC(=O)c2cc3c(=O)oc4ccc(C)cc4c3s2)CC1
-10% | 24% | 3% | -15% | -7% | -5% | 9% | -4% | -15% | Cc1nc(CCNC(=O)CC2C(=O)NCCN2CC(C)C)nc2c1CCC2 (configuration not stated)
4% | 33% | -19% | -4% | -4% | 5% | 1% | -1% | 8%[57.1 µM] | CN(C)C(=O)COC(=O)c1ccccc1OCC(=O)Nc1ccc(SC(F)F)cc1
-1% | 28% | 2% | -7% | -1% | -20% | -4% | -1% | -2% | O=C(CS(=O)CC(=O)N(c1ccccc1)C(C(=O)NC1CCCCC1)c1ccco1)Nc1ccc(F)cc1 (configuration not stated)
-2% | -4% | 56%[activator] | -12% | -7% | -2% | -11% | -3% | 13%[57.1 µM] | Cc1ccc(NC(=O)COc2ccc(N3CC(C(N)=O)CC3=O)cc2)c(C)c1 (configuration not stated)
2% | -2% | 9% | 30% | 7.9µM* | ? | 7% | 8% | 13% | C1CCN=C(Nc2nn[nH]n2)CC1
3% | 1% | -4% | -3% | -29% | ? | i | 0% | 17% | NS(=O)(=O)c1ccc(N/N=C/c2cn(-c3ccccc3)nc2-c2ccccc2)c([N+](=O)[O-])c1
-4% | 243%[activator] | 1% | -28% | 83%[activator] | ? | 5% | -13% | -13% | Cc1cccc(/C(N)=N/OC(=O)COc2ccccc2Cl)c1
1% | 16% | 4% | 6% | -20% | -34% | 3% | 28% | 9% | O=C(Nc1sc2c(c1C(=O)N1CCCCC1)CCCC2)c1ccccc1Cl
-1% | -12% | -9% | 0% | -28% | -2% | 7% | 7% | 0%[57.1 µM] | CCN(C(=O)COc1cccc2cccnc12)C1CCS(=O)(=O)C1 (configuration not stated)
5% | 52%[activator] | -2% | -7% | -29% | -6% | . | ? | 38%[activator] | C/C(=N\Nc1nc(N2CCCCCC2)nc(N2CCCCCC2)n1)c1ccccc1
-3% | 14% | 19% | -1% | -1% | -17% | -1% | 2% | 20% | Cc1cc(C)c2c(N=NN3CCCCC3)[nH]nc2n1
-10% | 15% | -1% | -5% | -16% | ? | -4% | -2% | 23% | O=C(NNc1cc(C(F)(F)F)nc2ccccc12)Nc1cccc(Cl)c1
-1% | 31% | -5% | -12% | -6% | -1% | -8% | 0% | 10% | CC(OC(=O)C1CC(=O)N(Cc2ccco2)C1)C(=O)Nc1ccccc1[N+](=O)[O-] (configuration not stated)
-1% | 28% | 15% | -4% | -5% | -1% | 7% | -2% | -6% | Cc1ccc(NC(=O)Cc2ccc([N+](=O)[O-])cc2)c(Br)c1
-3% | 26% | -4% | -39% | 8% | -10% | -4% | 0% | 6%[57.1 µM] | Cc1ccc(NC(=O)/C(=C\c2ccc([N+](=O)[O-])cc2)NC(=O)c2ccccc2)cc1
2% | 11% | -12% | 8% | -6% | ? | -4% | -1% | 7%[57.1 µM] | CC1C(=O)OC(c2ccc(Cl)cc2)C(C)(C)C1=O (configuration not stated)
-8% | 33% | -1% | 30% | -18% | 0% | -8% | 2% | 27% | COc1ccccc1Cn1c(CO)nc2ccccc21

7 entries from above, ordered by the value under RGS4 inh, ascending.
molecule | RGS4 inh
Cc1ccc(C2c3[nH]c4ccccc4c3C[C@H]3C(=O)N(c4ccccc4C(=O)N4CCC[C@@H]4C(=O)O)C(=O)N23)cc1 (some centres not stated) | -13%
Cc1ccc(NC(=O)COc2ccc(N3CC(C(N)=O)CC3=O)cc2)c(C)c1 (configuration not stated) | -12%
CN(C)C(=O)COC(=O)c1ccccc1OCC(=O)Nc1ccc(SC(F)F)cc1 | -4%
Cc1cc(C)c2c(N=NN3CCCCC3)[nH]nc2n1 | -1%
CCN(C(=O)COc1cccc2cccnc12)C1CCS(=O)(=O)C1 (configuration not stated) | 0%
O=C(Nc1sc2c(c1C(=O)N1CCCCC1)CCCC2)c1ccccc1Cl | 6%
C1CCN=C(Nc2nn[nH]n2)CC1 | 30%

In the list so far, 2 have a thiophene ring, fused or not:
ERG Ets-DNA blk | HP1b binding inh | GLS inhibitor | RGS4 inh | JMJD2A Tudor | 12-LOX inh | Tb PGK inh | Pin1 inh | TrxR1 inh | Compound
-10% | 22% | 4% | -3% | -10% | -9% | -3% | -2% | ? | CCCN1CCN(CCCNC(=O)c2cc3c(=O)oc4ccc(C)cc4c3s2)CC1
1% | 16% | 4% | 6% | -20% | -34% | 3% | 28% | 9% | O=C(Nc1sc2c(c1C(=O)N1CCCCC1)CCCC2)c1ccccc1Cl

Going on with the list:
ERG Ets-DNA blk | HP1b binding inh | GLS inhibitor | RGS4 inh | JMJD2A Tudor | 12-LOX inh | Tb PGK inh | Pin1 inh | TrxR1 inh | Compound
14% | 7% | 4% | -1% | -13% | -16% | -5% | -3% | -6% | CCCCN(C(=O)C1CCCO1)c1c(N)n(CC(C)C)c(=O)[nH]c1=O (configuration not stated)
-1% | 8% | 13% | 32% | -9% | ? | -4% | 1% | -10% | O=c1c2[nH]c3ccccc3c2ncn1CCN1CCCCC1
2% | 20% | -9% | 4% | -4% | -10% | -1% | 2% | 11% | O=C(CNS(=O)(=O)c1cccc(C(F)(F)F)c1)NC1CCCCCC1
3% | ? | 17% | -21% | 20µM* | -19% | i | -14% | -30% | COc1ccc(Nc2cc(C(=O)NCCCN(C)C3CCCCC3)c3ccccc3n2)c(OC)c1
-18% | 52%[activator] | 14% | 27%[11.4 µM] | -6% | -9% | -7% | -14% | 5% | CCOC(=O)C(=O)Nc1nnc(SCc2ccc(F)cc2)s1
-15% | 44%[activator] | -6% | 3% | -12% | 7% | i | -9% | 8%[57.1 µM] | COC(=O)COc1cccc2c(=O)n(CC(=O)NCCc3ccccc3)ccc12
-3% | 0% | -1% | 8% | -12% | 132%[activator] | -8% | -2% | 14%[57.1 µM] | CC(=O)c1cn(C2OC(CO)C3OC(C)(C)OC32)c(=O)n(C)c1=O (configuration not stated)
4% | 27% | 13% | 21% | -18% | -4% | 5% | 26% | -5% | Cc1ccc(-c2nnc(NCc3nc4ccccc4[nH]3)c3ccccc23)cc1S(=O)(=O)N(C)C
-13% | 25% | -1% | -10% | -9% | ? | 0% | 0% | 4% | Clc1cc2c(nn1)Nc1ccccc1S2
19% | 36% | -3% | -9% | -17% | ? | i | 1% | 14% | Cc1ccc(NC(=O)NCCN2CCCCC2)cc1
-5% | -12% | 3% | -13% | -32% | -7% | -2% | 0% | 7%[57.1 µM] | O=C(CCN1C(=O)/C(=C/c2ccccc2)SC1=S)NNC(=O)c1ccncc1
-3% | 34% | -8% | -6% | ? | 0% | 2% | -6% | -10% | COc1ccc(C(=O)Oc2c(CN3CCOCC3)cc(Cl)c3cccnc23)cc1
-3% | 26% | -1% | 21% | -16% | 0% | -2% | 0% | 18% | Cc1nc(-c2ccccc2)[nH]c(=O)c1Oc1ccc(Cl)cc1Cl
6% | 37% | 1% | -16% | 1% | 13% | i | 2% | 6% | O=S(=O)(NC1CCCCC1Oc1ccccc1)c1ccccc1 (configuration not stated)
-1% | 27% | 9% | -3% | -18% | ? | 0% | 9% | 3%[57.1 µM] | CCOC(=O)c1[nH]c(C)c(C(=O)OCC(=O)Nc2sc3c(c2C#N)CCCCC3)c1C
15% | 25% | 5% | -9% | -10% | -18% | 10% | 1% | 8% | O=C(COc1cccc(Br)c1)Nc1ccc(N2CCOCC2)cc1N1CCOCC1
-5% | 40%[activator] | 1% | 30% | 1% | -16% | -7% | ? | -9% | O=C(COC(=O)CNC(=O)c1ccc(Cl)cc1Cl)NC(=O)NC1CCCCC1
-7% | 28% | 4% | -7% | -13% | -8% | -3% | 0% | -4% | CC(C)Sc1nnc(CNC(=O)C23CC4CC(CC(C4)C2)C3)n1Cc1ccccc1
-5% | 9% | 5% | 23% | -6% | -4% | i | 1% | 11% | CCC(C)(C)NC(=O)C(C(C)C)N(CC1CCCO1)C(=O)CNS(=O)(=O)c1ccc(F)cc1 (configuration not stated)
